Source: PubChem BioAssay
FXN GAA850 act = frataxin GAA850 promoter activation | HEK293 lucGAA850 FXN promoter luciferase reporter, 24 h; percent of 10 µM SAHA response | activation, % at 6 µM | 360,000 compounds, 0.56% hits | AID 540364;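 active = activation above the average of all compounds screened plus 3 SD, cutoff fixed separately per campaign, cut at about 7.5% in these data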;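 also: 0% = DMSO wells and 100% = 10 µM SAHA wells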
ADAM10 inh = inhibits human ADAM10; 370,000 compounds, 0.62% hits; AID 720582; O14672; recombinant ADAM10, EDANS/DABCYL FRET peptide cleavage, 3 h; inhibition, % at 7 µM;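 active = inhibition above a per-campaign cutoff equal to the mean of compounds falling between control-based bounds plus 3 SD, cut at about 20% in these data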;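 also: 0% = DMSO wells while the 100% control is not disclosed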
ADAM17 inh = ADAM17 inhibition, QFRET primary screen; recombinant ADAM17, EDANS/DABCYL FRET peptide cleavage; inhibition, % at 6.95 µM; 370,000 compounds, 0.83% hits; AID 720648;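 active = inhibition above the mean of compounds lying between control limits plus 3 SD, set per campaign, cut at about 8.5% in these data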;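 also: 0% = DMSO-only wells as the low control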
Target sequence (P78536 215-824 limits assumed): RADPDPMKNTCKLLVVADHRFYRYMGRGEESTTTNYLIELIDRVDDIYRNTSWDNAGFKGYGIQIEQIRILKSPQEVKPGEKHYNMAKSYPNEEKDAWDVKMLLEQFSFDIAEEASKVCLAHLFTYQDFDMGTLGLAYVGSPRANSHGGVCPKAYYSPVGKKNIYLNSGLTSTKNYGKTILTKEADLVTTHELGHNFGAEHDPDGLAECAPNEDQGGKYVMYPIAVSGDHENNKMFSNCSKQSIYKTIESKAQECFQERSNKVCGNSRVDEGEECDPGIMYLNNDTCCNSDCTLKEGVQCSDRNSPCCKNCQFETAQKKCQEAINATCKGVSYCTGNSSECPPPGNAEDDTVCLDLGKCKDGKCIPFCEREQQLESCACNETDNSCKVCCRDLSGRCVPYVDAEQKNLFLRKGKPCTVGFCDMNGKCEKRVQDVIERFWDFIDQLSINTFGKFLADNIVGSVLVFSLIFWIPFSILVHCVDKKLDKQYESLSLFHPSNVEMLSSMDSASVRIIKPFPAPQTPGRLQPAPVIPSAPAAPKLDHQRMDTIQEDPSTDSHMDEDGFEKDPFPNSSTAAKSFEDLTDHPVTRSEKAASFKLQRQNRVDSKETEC
hcDAF-12 act = H. contortus DAF-12 activation, primary screen | HEK293 hcDAF-12 lit1-tk-luc reporter, luminescence; 0% DMSO, 100% Δ7-dafachronic acid | activation, % at 6.8 µM | 370,000 compounds, 1.4% hits | AID 652067;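 active = activation above the mean of all tested compounds plus 3 SD, cut at about 5.5% in these data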;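 also: 100% = response to 3 µM Δ7-dafachronic acid high control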
DAX1 inh-1 = inhibits human nuclear receptor DAX1. P51843. HEK293 Gal4-DAX1 luciferase reporter, luminescence. inhibition, % at 6.75 µM. 340,000 compounds, 0.99% hits. AID 504766;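 active = inhibition above the mean over all tested compounds plus 3 SD, cut at about 4.2% in these data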;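 also: 0% = DAX1-transfected cells with DMSO and 100% = empty-vector control cells with DMSO; inhibition shows as a rise in luminescence from relieved DAX1 repression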
Target sequence (P51843 207-470 limits assumed): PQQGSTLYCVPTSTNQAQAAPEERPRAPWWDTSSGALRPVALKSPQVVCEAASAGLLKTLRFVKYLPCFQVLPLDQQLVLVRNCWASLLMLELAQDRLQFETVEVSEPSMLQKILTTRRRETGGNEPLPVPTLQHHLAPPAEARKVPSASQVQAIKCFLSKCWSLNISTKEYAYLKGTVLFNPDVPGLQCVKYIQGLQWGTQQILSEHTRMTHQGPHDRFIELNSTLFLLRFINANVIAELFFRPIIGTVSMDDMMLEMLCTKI
PG9 Ab binder = PG9 antibody binding by small molecule | 360,000 compounds, 0.43% hits | TR-FRET gp120-PG9 antibody binding | inhibition, % at 6.7 µM | AID 624416; in the data active = inhibition above about 8.5%
hgDAF-12 ag = agonists of H. glycines DAF-12 nuclear receptor | AID 687014 | 370,000 compounds, 1.8% hits | activation, % at 6.8 µM | HEK293 GAL4-hgDAF12 UAS-luciferase reporter, agonist luminescence; normalized to butyrate control;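 active = activation above a cutoff set at the mean of all screened compounds plus 3 SD, cut at about 10% in these data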;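 also: 0% = DMSO wells and 100% = sodium butyrate wells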
SMARCA2 act = increases SMARCA2 function in MMTV reporter cells; MG213 cells, MMTV-luciferase reporter, dexamethasone, overnight; activation, % at 9.1 µM; 370,000 compounds, 1% hits; AID 652017; in the data active = activation above about 7.8%;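 also: 0% = vehicle wells and 100% = reference activator wells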
GC-A act = GC-A (human) enzyme activation. HEK293 GC-A cells, cGMP TR-FRET, EC30 ANP; 0% at EC30 ANP, 100% saturating ANP. activation, % at 10 µM. 370,000 compounds, 0.14% hits. AID 1671463; in the data active = activation above about 40%
DAX1 inh-2 = inhibitors of DAX1 repression of SF-1 activated StAR promoter | HEK293T StAR-luciferase reporter, SF-1/DAX-1 repression relief | inhibition, % at 6.8 µM | 370,000 compounds, 1.1% hits | AID 652010;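 active = inhibition above the mean over all tested compounds plus 3 SD, cut at about 3.6% in these data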;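 also: 0% = DAX-1 cells with DMSO and 100% = cells lacking DAX-1 with DMSO; higher inhibition means more luminescence from relief of DAX-1 repression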
ssDAF12 agonist = activators of S. stercoralis DAF-12 nuclear receptor; activation, % at 6.8 µM; 370,000 compounds, 1% hits; HEK293 ssDAF-12/GRIP1 lit1-tk-luc reporter, luminescence; % of 3 µM dafachronic acid response;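 active = activation above the mean over all tested compounds plus 3 SD, cut at about 0.9% in these data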;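 also: 0% = DMSO-only wells and 100% = 3 µM delta7-dafachronic acid wells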
Starred values were filed as active, the others as inactive.

How did CS(=O)(=O)c1ccc(Cl)c(NC(=O)C2CC(=O)N(Cc3ccco3)C2)c1 (configuration not stated) do in these assays?
FXN GAA850 act: -1.0; ADAM10 inh: -16.6; ADAM17 inh: -4.0; hcDAF-12 act: -0.8; DAX1 inh-1: -1.0; PG9 Ab binder: 1.6; hgDAF-12 ag: 0.2; SMARCA2 act: -0.1; GC-A act: 1.4; DAX1 inh-2: -0.1; ssDAF12 agonist: -0.7

Results for Cc1ccc(S(=O)(=O)NCCOC(=O)Nc2sc(=S)n(C)c2C)cc1 ?
FXN GAA850 act: -0.2; ADAM10 inh: 0.8; ADAM17 inh: -1.9; hcDAF-12 act: -1.6; DAX1 inh-1: -1.1; PG9 Ab binder: -2.9; hgDAF-12 ag: 0.3; SMARCA2 act: -1.6; GC-A act: 2.1; DAX1 inh-2: 0.0; ssDAF12 agonist: -1.7

Results for Nc1c(/C=C2\C=Nc3ccccc32)c(=O)nc2sc(CC(=O)N3CCOCC3)nn12 ?
FXN GAA850 act: 1.0; ADAM10 inh: -3.1; ADAM17 inh: -2.9; hcDAF-12 act: 4.9; DAX1 inh-1: 1.1; PG9 Ab binder: -1.7; hgDAF-12 ag: 6.5; SMARCA2 act: -1.4; GC-A act: 2.8; DAX1 inh-2: 3.7*; ssDAF12 agonist: -0.4

How did CSc1nc(N)nc2c1ncn2CC(=O)NCCCc1ccccc1 do in these assays?
FXN GAA850 act: -0.5; ADAM10 inh: -5.4; ADAM17 inh: -2.4; hcDAF-12 act: -2.6; DAX1 inh-1: -2.7; PG9 Ab binder: 0.6; hgDAF-12 ag: -3.3; SMARCA2 act: -3.3; GC-A act: 1.3; DAX1 inh-2: -1.7; ssDAF12 agonist: -1.2

How did CCSc1nc(-c2cccs2)nc2ccccc12 do in these assays?
FXN GAA850 act: 0.8; ADAM10 inh: -1.6; ADAM17 inh: -2.3; hcDAF-12 act: -1.6; DAX1 inh-1: 0.2; PG9 Ab binder: 0.6; hgDAF-12 ag: 0.3; SMARCA2 act: 0.5; GC-A act: -7.9; DAX1 inh-2: -0.5; ssDAF12 agonist: -1.6

How did Cc1ccc(S(=O)(=O)N(C)C)cc1NC(=O)c1ccc(-n2cncn2)c([N+](=O)[O-])c1 do in these assays?
FXN GAA850 act: -0.3; ADAM10 inh: -7.3; ADAM17 inh: -4.4; hcDAF-12 act: -0.2; DAX1 inh-1: -0.1; PG9 Ab binder: 0.1; hgDAF-12 ag: -1.6; SMARCA2 act: -3.2; GC-A act: -4.4; DAX1 inh-2: -1.7; ssDAF12 agonist: -1.8

Results for CCC(CC)C(=O)Nc1cc(C)c2c(=O)oc3ccccc3c2n1 ?
FXN GAA850 act: 0.3; ADAM10 inh: -66.1; ADAM17 inh: -20.1; hcDAF-12 act: 0.7; DAX1 inh-1: 0.3; PG9 Ab binder: -1.0; hgDAF-12 ag: 3.6; SMARCA2 act: 0.1; GC-A act: 1.2; DAX1 inh-2: -1.0; ssDAF12 agonist: -1.1

How did Cc1ccc(S(=O)(=O)N(C)Cc2ccc(C(=O)NN=C3C4CC5CC(C4)CC3C5)cc2)cc1 do in these assays?
FXN GAA850 act: -0.7; ADAM10 inh: 2.5; ADAM17 inh: 1.8; hcDAF-12 act: 1.3; DAX1 inh-1: 0.3; PG9 Ab binder: 0.4; hgDAF-12 ag: -0.3; SMARCA2 act: -3.3; GC-A act: 6.7; DAX1 inh-2: -1.0; ssDAF12 agonist: -1.1

Results for Cc1ccccc1C(=O)Nc1nnc(S(=O)(=O)N2CCCCC2)s1 ?
FXN GAA850 act: 0.9; ADAM10 inh: -2.0; ADAM17 inh: 0.6; hcDAF-12 act: -1.1; DAX1 inh-1: 0.7; PG9 Ab binder: 23.6*; hgDAF-12 ag: -0.4; SMARCA2 act: -1.9; GC-A act: 5.2; DAX1 inh-2: 0.4; ssDAF12 agonist: -0.8

Results for COc1ccc(C(C(=O)NCC2CCCO2)N(Cc2ccccc2)C(=O)CNC(=O)c2ccco2)cc1OC (configuration not stated) ?
FXN GAA850 act: 1.8; ADAM10 inh: 13.2; ADAM17 inh: -1.3; hcDAF-12 act: -1.2; DAX1 inh-1: 0.7; PG9 Ab binder: -0.8; hgDAF-12 ag: -0.7; SMARCA2 act: 0.7; GC-A act: 1.9; DAX1 inh-2: 0.2; ssDAF12 agonist: -1.4

What do the screens show for `OC(c1ccc(F)cc1)c1nc(-c2cccs2)cs1` (configuration not stated)?
FXN GAA850 act: 3.7; ADAM10 inh: -0.7; ADAM17 inh: -2.0; hcDAF-12 act: 2.7; PG9 Ab binder: -0.1; hgDAF-12 ag: 3.9; SMARCA2 act: 0.7; GC-A act: 1.9; DAX1 inh-2: 0.5; ssDAF12 agonist: -0.8

Results for CCC(=O)Nc1ccc(C(=O)Nc2ccc3c(c2)OCO3)cc1 ?
FXN GAA850 act: 1.0; ADAM10 inh: 3.9; ADAM17 inh: -2.4; hcDAF-12 act: -2.1; DAX1 inh-1: -0.3; PG9 Ab binder: 0.3; hgDAF-12 ag: -0.4; SMARCA2 act: 1.8; GC-A act: 9.3; DAX1 inh-2: 0.3; ssDAF12 agonist: -0.7

Results for COc1cc(OC)c(OC)cc1CN1CCc2ccccc2C1 ?
FXN GAA850 act: 1.9; ADAM10 inh: 0.4; ADAM17 inh: -2.1; hcDAF-12 act: -1.8; DAX1 inh-1: -0.9; PG9 Ab binder: 1.4; hgDAF-12 ag: 0.7; SMARCA2 act: -0.9; GC-A act: 0.9; DAX1 inh-2: -0.2; ssDAF12 agonist: -1.8

What do the screens show for `COCCC(=O)N1CCCC(CNS(=O)(=O)c2ccc(OC)cc2)C1` (configuration not stated)?
FXN GAA850 act: 1.4; ADAM10 inh: -6.7; ADAM17 inh: -1.5; hcDAF-12 act: 1.9; DAX1 inh-1: 2.3; PG9 Ab binder: -1.2; hgDAF-12 ag: 4.8; SMARCA2 act: -2.0; GC-A act: -1.7; DAX1 inh-2: -0.3; ssDAF12 agonist: -0.5

How did COc1ccc(C(=O)Nc2ccccc2C(=O)N2CCCCC2C)cc1 (configuration not stated) do in these assays?
FXN GAA850 act: 1.8; ADAM10 inh: -6.4; ADAM17 inh: -5.6; hcDAF-12 act: -0.6; DAX1 inh-1: -0.7; PG9 Ab binder: 0.7; hgDAF-12 ag: -0.8; SMARCA2 act: -3.3; GC-A act: -5.6; DAX1 inh-2: 0.4; ssDAF12 agonist: -1.2

How did COc1ccc(C2C(C(C)=O)=C(O)C(=O)N2c2nccs2)cc1OC (configuration not stated) do in these assays?
FXN GAA850 act: 1.8; ADAM10 inh: -4.5; ADAM17 inh: -1.9; hcDAF-12 act: 0.4; DAX1 inh-1: 0.8; PG9 Ab binder: -1.3; hgDAF-12 ag: 1.1; SMARCA2 act: -1.3; GC-A act: -3.8; DAX1 inh-2: 0.5; ssDAF12 agonist: -1.1

What do the screens show for `CCC(=O)NC(=S)Nc1ccc(NC(=O)c2cccnc2)cc1`?
FXN GAA850 act: 2.1; ADAM10 inh: 1.6; ADAM17 inh: -0.6; hcDAF-12 act: 0.0; DAX1 inh-1: 1.5; PG9 Ab binder: -0.4; hgDAF-12 ag: 1.7; SMARCA2 act: -3.6; GC-A act: 1.8; DAX1 inh-2: 0.0; ssDAF12 agonist: -0.7

What do the screens show for `COC(=O)[C@H](Cc1ccccc1)NC(=O)N1CCN(Cc2ccccc2)CC1`?
FXN GAA850 act: -0.4; ADAM10 inh: 2.5; ADAM17 inh: -2.6; hcDAF-12 act: -1.4; DAX1 inh-1: -0.2; PG9 Ab binder: 2.2; hgDAF-12 ag: 2.0; SMARCA2 act: -2.2; GC-A act: 4.8; DAX1 inh-2: -1.3; ssDAF12 agonist: -1.3

What do the screens show for `COCCNS(=O)(=O)c1cc(C(=O)O)ccc1OC`?
FXN GAA850 act: 0.7; ADAM10 inh: -8.1; ADAM17 inh: -4.7; hcDAF-12 act: -0.9; DAX1 inh-1: 0.9; PG9 Ab binder: 0.6; hgDAF-12 ag: -0.7; SMARCA2 act: -3.1; GC-A act: 1.7; DAX1 inh-2: -0.4; ssDAF12 agonist: -1.0

How did CC(Oc1ccc(Cl)cc1Cl)C(=O)Nn1cnnc1 (configuration not stated) do in these assays?
FXN GAA850 act: 1.1; ADAM10 inh: 0.9; ADAM17 inh: -2.0; hcDAF-12 act: 0.8; DAX1 inh-1: 2.6; PG9 Ab binder: 0.0; hgDAF-12 ag: -0.9; SMARCA2 act: 0.1; GC-A act: 3.2; DAX1 inh-2: 0.1; ssDAF12 agonist: -1.2

What do the screens show for `O=C(O)c1cc(N2C(=O)CCC2=O)ccc1Cl`?
FXN GAA850 act: -0.2; ADAM10 inh: -5.4; ADAM17 inh: -2.5; hcDAF-12 act: -1.5; DAX1 inh-1: 1.4; PG9 Ab binder: 1.9; hgDAF-12 ag: -0.4; SMARCA2 act: -2.7; GC-A act: 4.5; DAX1 inh-2: -0.2; ssDAF12 agonist: -0.8

Results for COc1ccc2oc(=O)c(C(=O)NC3CCCCCC3)cc2c1 ?
FXN GAA850 act: 0.5; ADAM10 inh: -137.4; ADAM17 inh: -57.1; hcDAF-12 act: -0.2; DAX1 inh-1: 0.5; PG9 Ab binder: -0.9; hgDAF-12 ag: -3.1; SMARCA2 act: 3.0; GC-A act: -1.7; DAX1 inh-2: 0.3; ssDAF12 agonist: -1.1

Results for CC1=[N+](C)N(c2ccccc2)C(=O)C1N=Cc1ccc(Cl)cc1 (configuration not stated) ?
FXN GAA850 act: -0.6; ADAM10 inh: 5.9; ADAM17 inh: -1.0; hcDAF-12 act: 0.7; DAX1 inh-1: -0.1; PG9 Ab binder: -3.7; hgDAF-12 ag: 5.7; SMARCA2 act: 0.7; GC-A act: 2.5; DAX1 inh-2: 0.5; ssDAF12 agonist: 0.0

Results for Fc1ccccc1OCCCCCN1CCCC1 ?
FXN GAA850 act: 1.8; ADAM10 inh: 1.3; ADAM17 inh: -2.0; hcDAF-12 act: 0.4; DAX1 inh-1: -1.0; PG9 Ab binder: -1.6; hgDAF-12 ag: 2.3; SMARCA2 act: 3.4; GC-A act: 5.5; DAX1 inh-2: -0.1; ssDAF12 agonist: -0.3

Results for CCCCOc1ccc(C(=O)NCC(=O)N(C)Cc2nc3ccccc3c(=O)[nH]2)cc1 ?
FXN GAA850 act: 0.5; ADAM10 inh: -1.3; ADAM17 inh: -1.1; hcDAF-12 act: 0.5; DAX1 inh-1: 0.1; PG9 Ab binder: -0.5; hgDAF-12 ag: 2.3; SMARCA2 act: 0.0; GC-A act: 0.6; DAX1 inh-2: -1.1; ssDAF12 agonist: -0.8

How did CCn1c(=O)n(CC)c2cc(N3CCCC3)c(NC(=O)c3ccccc3Br)cc21 do in these assays?
FXN GAA850 act: 2.2; ADAM10 inh: -13.8; ADAM17 inh: -5.2; hcDAF-12 act: -2.5; DAX1 inh-1: -0.3; PG9 Ab binder: -1.1; hgDAF-12 ag: -2.3; SMARCA2 act: -1.4; GC-A act: 1.9; DAX1 inh-2: -1.1; ssDAF12 agonist: -0.5
